Assay outcomes as filed in PubChem.
TexasRed autofl – qHTS Assay for Spectroscopic Profiling in Texas Red Spectral Region | Compound fluorescence, Texas Red channel, 547/618 nm; active compounds read high | max dye-equivalent concentration, M | 59,000 compounds, 0.06% hits; in the data active = max dye-equivalent concentration above about 10 nM; inconclusive = between about 1.1 nM and that limit
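Spectral interference profiling: each compound concentration's relative fluorescence, read with a 547 nm excitation and 618 nm emission filter pair, was normalized to a per-plate Texas Red standard curve.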
FLuc inh – qHTS Assay for Inhibitors of Firefly Luciferase; Luciferin 4-monooxygenase (Photinus pyralis), P08659; purified firefly luciferase, luminescence, 8 min; Potency, µM (titrated, usually from 57.1 µM), without a hit: at the top dose activity change, negative = inhibition, actives largely listed as inhibitors; 72,000 compounds, 2.2% hits; AID 411, 2009; also: potency is read from the fitted curve at half-maximal effect; % is scaled to controls: 0 for no effect and ±100 for the full control effect; nearly all actives have a fitted effect of over 40% in size
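Luminescence read-out after 8 min at room temperature; enzyme reaction used luciferin plus 10 uM ATP (linear range) in imidazole buffer pH 7.2 with KCl, MgCl2, Tween 20 and BSA. Each sample was run as a titration.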
Hsp90 Hop PPI – qHTS Assay for Disrupters of an Hsp90 Co-Chaperone Interaction; Hsp90 C-terminal peptide / TPR2A (Hop) interaction, human; AlphaScreen TPR2A-His6 binding biotin-Hsp90 C-terminal peptide; Potency, µM (top dose mostly 57 µM), for inactives: at the highest dose activity change, negative = inhibition; 71,000 compounds, 0.44% hits; active = well fitted curve in either direction with a large enough effect; inconclusive = small, poorly fitted or top-dose-only effect, or another doubt; also: potency is read from the fitted curve at half-maximal effect; % is scaled to controls: 0 for no effect and ±100 for the full control effect; many of its hits are not listed in these tables
DNA Pol III inh – qHTS Assay for Inhibitors of DNA Polymerase III Holoenzyme System. Potency, µM (series often up to 57.1 µM), for inactives: at the highest dose activity change, negative = inhibition. reconstituted DNA polymerase III holoenzyme replication, biochemical. 71,000 compounds, 0.25% hits. AID 603, 2007; also: potency is read from the fitted curve at half-maximal effect; % is scaled to controls: 0 for no effect and ±100 for the full control effect
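Reconstituted *E. coli* holoenzyme (0.35 nM Pol III, 1 nM beta, 154 nM SSB, 2 nM primase) was preincubated with compound for 15 min at RT. Synthesis on 1.4 nM ssM13Gori ran 35 min, then was stopped with PicoGreen/EDTA and read as dsDNA fluorescence.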
CRE-bla Fsk – Cell signaling CRE-BLA (Fsk stim); AID 662, 2007; Potency, µM (doses to about 38.2 µM), inactives show top-dose activity change, negative = inhibition, most hits filed as activators; 71,000 compounds, 2.5% hits; CHO CRE-bla reporter (cAMP response element driving beta-lactamase), forskolin EC10, beta-lactamase ratio; active = well fitted activation curve with a large enough effect in the signal ratio, with a control signal flat, not every such curve was filed as active; inconclusive = small, poorly fitted or top-dose-only effect, or effect the other way, or a change in a side signal; the % refers to the signal ratio; also: potency is read from the fitted curve at half-maximal effect; % of control where 0% means no effect
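CRE-bla CHO reporter cells treated with compound titration plus EC10 NKH 477 (water-soluble forskolin), incubated 3 h at 37 °C; CCF4 loading 2 h at room temperature, 460/530 nm emission ratio read, AC50 values derived for positive or negative modulators.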
Tau fil binding – qHTS Assay for Tau Filament Binding | 71,000 compounds, 2% hits | Potency, µM (titrated, usually from 57.1 µM), without a hit: at the highest dose activity change, negative = inhibition | recombinant tau filaments, thioflavin S fluorescence, 15 h; filaments grown with octadecylsulfate alongside compound | AID 596, 2007;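 also: potency is read from the fitted curve at half-maximal effect; % is scaled to controls: 0 for no effect and ±100 for the full control effect; actives lower thioflavin S fluorescence by blocking filaments or displacing dye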
Target sequence (P10636 whole entry, looked up): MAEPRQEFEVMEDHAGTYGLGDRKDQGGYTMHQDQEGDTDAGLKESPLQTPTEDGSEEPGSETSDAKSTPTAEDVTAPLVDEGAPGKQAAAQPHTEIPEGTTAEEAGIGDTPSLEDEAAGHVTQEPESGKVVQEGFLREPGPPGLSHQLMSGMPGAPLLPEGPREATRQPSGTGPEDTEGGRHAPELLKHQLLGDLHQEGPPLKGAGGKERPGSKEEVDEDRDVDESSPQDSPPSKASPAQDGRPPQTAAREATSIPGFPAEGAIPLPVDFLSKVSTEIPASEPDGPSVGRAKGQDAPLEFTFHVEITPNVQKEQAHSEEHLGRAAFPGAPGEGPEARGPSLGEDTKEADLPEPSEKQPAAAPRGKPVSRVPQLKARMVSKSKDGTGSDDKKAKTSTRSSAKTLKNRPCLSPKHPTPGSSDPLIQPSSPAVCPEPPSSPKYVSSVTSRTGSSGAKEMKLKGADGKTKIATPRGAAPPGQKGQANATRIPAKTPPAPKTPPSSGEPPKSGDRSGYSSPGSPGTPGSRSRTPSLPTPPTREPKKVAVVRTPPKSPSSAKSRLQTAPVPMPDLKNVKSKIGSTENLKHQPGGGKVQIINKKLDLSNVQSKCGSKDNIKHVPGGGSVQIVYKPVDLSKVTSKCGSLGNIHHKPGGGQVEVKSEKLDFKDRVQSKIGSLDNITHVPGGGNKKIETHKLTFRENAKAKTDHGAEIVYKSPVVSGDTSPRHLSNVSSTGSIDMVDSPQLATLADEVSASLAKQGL
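Quantitative HTS: thioflavine S signal from ODS-induced tau filaments, excited at 450 nm, emission 510 nm. Conditions: 1 uM tau, 30 uM ODS, 15 h at 37 C, pH 7.4.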
ALOX15 inhib – qHTS Assay for Inhibitors of 15-hLO (15-human lipoxygenase); Polyunsaturated fatty acid lipoxygenase ALOX15 (Homo sapiens), P16050; purified 15hLO-1, xylenol orange hydroperoxide absorbance; AID 887, 2007; Potency, µM (top dose mostly 57.1 µM), for inactives: at the highest dose activity change, negative = inhibition, most hits filed as inhibitors; 74,000 compounds, 1.4% hits; also: potency is read from the fitted curve at half-maximal effect; % is scaled to controls: 0 for no effect and ±100 for the full control effect; nearly all actives have a fitted effect of over 55% in size
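Inhibition is scored from a chromogenic endpoint. After 15 min enzyme-compound contact, arachidonic acid (50 uM final) reacts 6 min with 40 nM 15hLO-1 at room temperature, then Fe-XO reagent is added for 30 min and absorbance ratio recorded.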
Rhodamine fluor – qHTS Assay for Spectroscopic Profiling in Rhodamine Spectral Region | Rhodamine-region fluorescence, 547/598 nm, Tris buffer; active compounds read high | max dye-equivalent concentration, M | 59,000 compounds, 0.05% hits | AID 594, 2007; in the data active = max dye-equivalent concentration above about 11 nM; inconclusive = between about 1.1 nM and that limit
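qHTS spectral profiling of compounds without any target or enzyme present, in pH 8.0 Tris buffer; plates were read after a 15-minute room-temperature incubation using the rhodamine-region filter set.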
HBB splicing – qHTS Assay for Modulators of Hemoglobin Beta Chain Splicing | HBB splicing reporter cell assay, activation; EGFP reporter with mutant IVS2-654 intron; response scale: normalised to 500 nM splice-correcting PNA | Potency, µM (series often up to 46.1 µM), for the others: at the highest dose activation, most hits filed as activators | 65,000 compounds, 0.06% hits | AID 925, 2007; also: potency is read from the fitted curve at half-maximal effect; 0% is about no effect
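HeLa cells stably expressing EGFP interrupted by mutant beta-globin intron 2 (IVS2-654), 500/well in 2% FCS. Treated with compound for 2 days at 37C. Splicing correction scored as total well GFP intensity (488 nm excitation, 500-520 nm emission); 500 nM antisense PNA served as control.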
HADH2 inhib – qHTS Assay for Inhibitors of HADH2 (Hydroxyacyl-Coenzyme A Dehydrogenase, Type II) | recombinant HADH2, NADH fluorescence, beta-hydroxybutyryl-CoA | Potency, µM (series often up to 57.1 µM), for the others: at the highest dose activity change, negative = inhibition, most hits filed as inhibitors | 73,000 compounds, 3.4% hits; also: potency is read from the fitted curve at half-maximal effect; % is scaled to controls: 0 for no effect and ±100 for the full control effect; nearly all actives have a fitted effect of over 60% in size; many of its hits are not listed in these tables
Target sequence (Q99714 whole entry, looked up, one chain of several): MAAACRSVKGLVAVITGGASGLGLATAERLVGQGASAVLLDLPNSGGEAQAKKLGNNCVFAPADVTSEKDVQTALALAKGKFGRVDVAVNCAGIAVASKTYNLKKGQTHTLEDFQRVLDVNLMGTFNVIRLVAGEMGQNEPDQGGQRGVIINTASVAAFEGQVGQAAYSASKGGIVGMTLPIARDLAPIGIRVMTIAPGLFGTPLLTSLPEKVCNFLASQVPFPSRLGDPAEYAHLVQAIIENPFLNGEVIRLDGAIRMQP
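Read-out: 360 nm excitation, 450 nm emission, kinetic over 4 min. Conditions: His-tagged human HADH2 20 nM, pH 9.0 Tris with Tween-20, 1 mM NAD+, 90 uM beta-hydroxybutyryl-CoA.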
ERK AVP block – qHTS Assay for Inhibitors of the ERK Signaling Pathway using a Homogeneous Screening Assay | HEK293-V1b, vasopressin-stimulated pERK AlphaScreen | Potency, µM (top dose mostly 57.5 µM), without a hit: top-dose activity, negative = inhibition, actives largely listed as inhibitors | 72,000 compounds, 0.99% hits; also: potency is read from the fitted curve at half-maximal effect; % is scaled to controls: 0 for no effect and ±100 for the full control effect; nearly all actives have a fitted effect of over 55% in size
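Overnight-seeded V1b-HEK293 cells in 1% FBS got compound, then vasopressin (25 nM final, 5 min, 37C), then lysis buffer. AlphaScreen detection of phospho-ERK; activity normalized to basal and full-stimulation controls.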
The depositor's hits bear a star; i = inactive; ? = inconclusive; / = not tested or not shown; & = joins results of further samples; [ ] = dose if it differs, or a comment. Unless noted, calls follow the shape of the dose curve; as a rule, active = well fitted curve in the direction sought with a large enough effect; inconclusive = small, poorly fitted or top-dose-only effect, or another doubt; inactive = no such curve, though single readings can be large; an effect the other way counts as inactive or inconclusive. This is a subset. The share of hits here may be higher or lower than overall.

SMILES | TexasRed autofl | FLuc inh | Hsp90 Hop PPI | DNA Pol III inh | CRE-bla Fsk | Tau fil binding | ALOX15 inhib | Rhodamine fluor | HBB splicing | HADH2 inhib | ERK AVP block
CSc1ccccc1NC(=O)Cn1c(-c2cscn2)nc2ccccc21 | i | 1% | -4% | -2% | ? | 56% | 4% | i | -0.8% | 6% | ?
CCCOc1ccc(NC(=O)c2c(-c3ccccc3)noc2C)cc1 | / | 1% | -3% | -8% | 0% | 197% | 0% | / | 1.5% | 5% | -9%
CC(=O)N[C@@H](Cc1c[nH]c2ccccc12)C(=O)OCc1cc(C(F)(F)F)cc(C(F)(F)F)c1 | i | -1%&0% | -6%&-7% | -6%&-3% | -10%&-2% | 27%&-8% | -19%[25.6 µM] | i | 0.8% | -6%&-11% | 10%
CCCCC(=O)Nc1ccc(F)c(Cl)c1 | i | -2% | 2% | -4% | 0% | -9% | -5% | i | 0.1% | 3% | 4%
COc1cc2c(cc1O)CC[C@@H]1[C@@H]2CC[C@@]2(C)[C@H](O)CC[C@H]12 | i | -6% | -8% | 32% | ? | 3% | -4% | i | -0.3% | ? | 3%
CCN1CC=C2C(C#N)=C(N)C(C#N)(C#N)C(c3cc(Cl)ccc3Cl)C2C1 (stereo not given) | i | -1% | -23% | 4% | ? | i | ? | i | / | 32µM* | -12%
NC(=O)C(F)(F)C12OC3C4C5CC(C6C5C3C61)C42 (stereo not given) | i | 4% | ? | -3% | ? | 0% | -3% | i | 0.6% | -1% | 2%
O=C1CC(c2ccc(F)cc2)C2=C(CCCC2=O)N1 (stereo not given) | i | 0% | -5% | 0% | -2% | 3% | 15% | i | 0.0% | 6% | 20%
CC1=NS(=O)(=O)c2cc(Cl)ccc2N1 | ? | 0%[25.5 µM] | ? | -7% | -20% | 31% | -26%&2%[25.6 µM] | i | 0.7%[20.6 µM] | -14% | 10%
O=c1cc(NCc2ccco2)c2ccccc2o1 | / | 0% | -3% | 8% | -12% | -6% | -2% | / | -0.4%[9.22 µM] | -3% | -15%
C=CCn1c(O)c(C(CC)=NCc2cccnc2)c(=O)[nH]c1=O | i | 4% | ? | 7% | 13µM* | -12% | 12% | i | 0.6%[1.84 µM] | 8% | 9%
Cc1cnc(CNc2ncnc3ccc(-c4ccccc4C(F)(F)F)cc23)cn1 | ? | 0%[2.29 µM] | -7% | 0% | ? | 25% | 5% | i | -0.8% | 5% | -26%
CN(C)/C=N/c1cnc(C(=O)c2ccc(Cl)cc2)n1C | ? | 13µM* | -7% | -4% | 7% | -22% | -1% | i | -1.0% | ? | 0%
NC(=O)COc1ccc2c3c(c(=O)oc2c1)CCCCC3 | i | -1% | -1% | -3% | ? | 3% | -5% | i | 7.2% | 115% | -20%
CN(C)Cc1nc2c(c(=O)[nH]1)C1(CCCCC1)Cc1ccccc1-2 | ? | 1% | 1% | 2% | 2% | -10% | 22% | i | / | -17% | -6%
CCOc1cccc(C(=O)Nc2ccccc2N2CCN(C(=O)C(C)C)CC2)c1 | i | 1% | -6% | 0% | 9% | -8% | -9% | i | -1.0% | -3% | -17%
Cc1c(NC(=O)CCC(=O)N2CCCCC2)c(=O)n(-c2ccccc2)n1C | i | 2% | -2% | 3% | -7% | -7% | 6% | i | 0.2%[1.84 µM] | 5% | -26%
Cc1ccc(Cn2nnnc2CN2CCC(O)(c3ccccc3F)CC2)cc1 | i | 0% | -4% | -3% | 8% | 0% | -1% | i | / | -3% | 19%
COc1ccccc1C(=O)NC(C)C(c1cccs1)N1CCN(C)CC1 (stereo not given) | i | -2% | -1% | -3% | -15% | -4% | 1% | i | 0.0%[0.369 µM] | -2% | -8%
Cn1c(SCC(=O)Nc2ccc(N3CCOCC3)c(Cl)c2)nnc1C(O)c1ccccc1 (stereo not given) | i | ? | -7% | 0% | 6% | 1% | 1% | i | 5.2% | 16% | -16%
CC(Oc1ccc(Cl)cc1Cl)C(=O)N(Cc1ccco1)C1CCS(=O)(=O)C1 (stereo not given) | ? | 1% | -6% | 2% | ? | 14% | 4% | i | 0.2%[0.369 µM] | -1% | -2%
CNC(=O)c1nnn(Cc2ccccc2)c1NC(=O)C(F)(F)F | i | 0% | -4% | -4% | ? | -14% | -5% | i | -0.7% | 7% | 6%
CCOC(=O)N/N=C1/C[C@@H](O)[C@@H](O)[C@@H]2[C@@H]3C(=O)N(CC)C(=O)[C@H]3CC[C@H]12 | / | 2%[11.4 µM] | / | / | / | / | 0%[11.4 µM] | / | 6.1%[9.22 µM] | 11%[11.4 µM] | 19%[11.5 µM]
COC(=O)c1ccc(C(NC(=O)OCc2ccccc2)/C(C)=C/[C@@H](C)C(=O)NC2CCCCC2)cc1 (stereo not given in full) | / | / | -3% | -1% | -13% | 14% | -21% | / | 0.2% | 1% | -6%
CCOC(=O)c1ccccc1NC(=O)Cn1cnc2c(oc3ccccc32)c1=O | i | -1% | -3% | -1% | ? | -7% | 3% | i | 7.4%[0.369 µM] | 1% | -19%
The results go on.
SMILES | TexasRed autofl | FLuc inh | Hsp90 Hop PPI | DNA Pol III inh | CRE-bla Fsk | Tau fil binding | ALOX15 inhib | Rhodamine fluor | HBB splicing | HADH2 inhib | ERK AVP block
Cc1noc(C)c1C(=O)N1CCN(C(=O)c2sc3cc(Cl)ccc3c2Cl)CC1 | i | 0% | -2% | -3% | -9% | 13% | 2% | i | -1.7% | 7% | 2%
Cc1ccc2nc(NC(=O)C3CCN(S(=O)(=O)c4cccs4)CC3)sc2c1 | i | 0% | 1% | -1% | ? | 8% | -13% | i | 1.4% | 9% | 25µM*
Cc1ccccc1-c1nc(CS(=O)CC(=O)NCc2ccccc2)c(C)o1 (stereo not given) | / | 1% | -2%[2.3 µM] | 8% | -12% | -1% | 2% | / | -0.8% | -13% | -8%
Cn1nc(C(=O)NC2CCCCCC2)ccc1=O | i | 3% | -1% | -3% | -2% | 6% | -10% | i | 1.1%[57.5 µM] | -8% | -8%
Cn1c(=NC(=O)CSCC(=O)N2CCCCC2)sc2ccccc21 | i | 1% | -3% | -1% | ? | 2% | 22% | i | -1.9% | -4% | 3%
Cc1nc2c(sc3nc4c(cc32)COC(C)(C)C4)c(=O)n1CC(=O)NCc1ccco1 | i | 2% | -4% | -2% | 8% | 6% | -8% | i | 0.0% | 16% | -1%
COc1ccc(C(=O)N2CCN(C3CCCCC3)CC2)c(OC)c1 | i | 3% | -1% | -1% | 0% | 7% | 3% | i | 1.0% | 17% | 6%
CS(=O)(=O)N1CCN(c2ccccc2NC(=O)c2cccnc2)CC1 | ? | 3% | 0% | -7% | -3% | -8% | 3% | i | 0.8% | 3% | -3%
Cn1c(-c2ccc(CN3CCCCC3)o2)nc2ccccc21 | i | 13µM* | -1% | -8% | ? | -17% | 2% | i | 0.7%[0.369 µM] | 2% | -9%
Cc1c(C(=O)NCc2ccc3c(c2)OCO3)sc2nc(-c3ccc(F)cc3)cn12 | / | 0% | -1% | 0% | ? | 168% | -7% | / | 0.2% | 4% | /
O=C(Cn1nc(-c2ccccc2)ccc1=O)NCCN1CCN(Cc2ccccc2)CC1 | i | 2% | -4% | -1% | -1% | 6% | -1% | i | 0.4% | 4% | 5%
COc1ccc2oc(=O)c(C(=O)O)cc2c1 | i | 3% | -3% | 0% | 14% | 11% | -3% | i | -0.9% | -9% | -9%
CCCC(=O)NC1=C(C#N)C2(CCCC2)Cc2ccccc21 | i | 1% | 2% | -3% | 2% | -5% | -20% | i | -1.2% | 2% | 9%
